# Source: PubChem BioAssay
# FEN1 inhibitor: blocks human flap endonuclease 1 | Recombinant FEN1 flap cleavage, fluorescence, 15 min | Potency, µM (titrated, usually from 114 µM), for inactives: at the highest dose activity change, negative = inhibition, actives largely listed as inhibitors | hit rate 0.35% among 390,000 | AID 588795; note: nearly all actives have a fitted effect of over 65% in size
# Target sequence (P39748 whole entry, looked up): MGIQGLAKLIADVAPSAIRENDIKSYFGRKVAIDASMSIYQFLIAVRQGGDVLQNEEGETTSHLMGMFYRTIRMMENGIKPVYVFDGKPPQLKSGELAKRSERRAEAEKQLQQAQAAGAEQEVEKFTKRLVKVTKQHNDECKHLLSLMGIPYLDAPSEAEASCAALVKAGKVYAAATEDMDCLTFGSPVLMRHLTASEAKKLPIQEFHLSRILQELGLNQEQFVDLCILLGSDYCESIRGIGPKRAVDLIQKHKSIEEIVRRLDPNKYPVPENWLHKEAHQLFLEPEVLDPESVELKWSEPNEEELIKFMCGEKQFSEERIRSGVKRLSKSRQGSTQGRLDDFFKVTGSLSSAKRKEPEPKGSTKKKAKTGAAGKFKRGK
#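 Potency values derive from four-parameter Hill fits of normalized qHTS data. The reaction used 10 nM FEN1 preincubated 15 min at room temperature with compound, then 50 nM DNA substrate, read at 0 and 15 min.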
# N370S GC mod: N370S glucocerebrosidase modulation, Gaucher chaperone candidate. Potency, µM (doses to about 59.4 µM), for the others: at the highest dose activity change, negative = inhibition, hits mostly inhibitors. AID 2101. P04062. N370S GC spleen homogenate, 4MU-glucoside fluorescence. hit rate 0.092% among 330,000;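 note: 0% = full enzyme activity and -100% = no enzyme basal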
# TDP1 block: TDP1 (human) enzyme inhibition. Q9NUW8. recombinant TDP1, AlphaScreen DNA substrate cleavage. Potency, µM (titrated, usually from 130 µM), for the others: top-dose activity change, negative = inhibition, actives largely listed as inhibitors. hit rate 0.28% among 350,000. AID 485290; note: nearly all actives have a fitted effect of over 40% in size
# Target sequence (Q9NUW8 whole entry, looked up): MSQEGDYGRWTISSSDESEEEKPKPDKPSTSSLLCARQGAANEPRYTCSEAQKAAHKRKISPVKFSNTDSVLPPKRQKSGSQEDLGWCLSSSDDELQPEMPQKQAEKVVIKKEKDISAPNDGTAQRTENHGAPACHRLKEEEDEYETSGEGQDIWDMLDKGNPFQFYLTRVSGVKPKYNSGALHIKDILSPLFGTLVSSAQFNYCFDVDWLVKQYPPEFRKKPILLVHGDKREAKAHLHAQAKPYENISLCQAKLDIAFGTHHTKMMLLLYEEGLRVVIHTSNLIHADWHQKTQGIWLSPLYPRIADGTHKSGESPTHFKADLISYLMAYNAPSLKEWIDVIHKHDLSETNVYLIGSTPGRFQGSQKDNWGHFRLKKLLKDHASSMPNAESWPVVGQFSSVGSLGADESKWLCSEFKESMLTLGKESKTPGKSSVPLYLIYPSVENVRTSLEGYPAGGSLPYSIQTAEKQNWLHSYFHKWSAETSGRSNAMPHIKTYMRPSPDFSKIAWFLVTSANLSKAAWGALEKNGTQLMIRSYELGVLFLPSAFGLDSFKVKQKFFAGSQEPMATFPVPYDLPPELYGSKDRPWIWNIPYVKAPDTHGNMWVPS
#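 Compounds were preincubated with Tdp1 (1 nM final) for 15 min at room temperature before substrate (15 nM final) started a 5 min reaction; beads (10 ug/ml final) were then added for 10 min before AlphaScreen detection.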
# Starred values were filed as active, the others as inactive; ? = inconclusive; · = no result given; & = joins results of further samples; [ ] = dose if it differs, or a comment. Calls come from the whole dose curve; as a rule, active = well fitted curve in the direction sought with a large enough effect; inconclusive = small, poorly fitted or top-dose-only effect, or another doubt; inactive = no such curve, though single readings can be large; an effect the other way counts as inactive or inconclusive. Unless noted, % is set by controls: 0 for no effect and ±100 for the full control effect; potency is the fitted concentration of half-maximal effect. Random draw from the library; any-hit rate near 0.57%.
SMILES,FEN1 inhibitor,N370S GC mod,TDP1 block
COc1ncnc(OC)c1S(=O)(=O)NCc1ccccc1,-1%,-7%,·
COc1ccc(C2C(=O)c3ccccc3C2=O)cc1OC,-6%,-1%,-5%
O=C(c1ccc(N2CCCS2(=O)=O)cc1)N1CCN(c2ccccc2)CC1,-3%,-3%,-12%
Cc1noc(-c2ccc(N3CCCCC3)c([N+](=O)[O-])c2)n1,-1%,·,3%
COCCSc1nnc(NC(=O)Cc2cccs2)s1,-2%,12%,3%
Cc1ccc(Cn2c(=O)c3ccccc3n3nc(C)cc23)cc1,2%,7%,3%
CSc1ccccc1NC(=O)COc1ccc2c(c1)OCO2,1%,·,1%
O=C(Nc1ccc2c(c1)OCO2)c1ccccc1SCC(=O)N1CCCC1,3%,-18%,4%
O=C(O)CCCCCNc1ccc2nsnc2c1[N+](=O)[O-],-5%,10%,5%
O=C(NCc1ccccc1)c1ccc(NC(=O)c2ccccc2F)cc1,-13%,2%,1%
CC(C)Sc1nc2c(c(=O)n1-c1ccc(F)cc1)SCC2,0%,7%,7%
O=C(CSc1ccc(Br)cc1)N1CCN(C(=O)c2ccco2)CC1,-5%,-11%,1%
Nn1c(SCC(=O)Nc2c(Cl)cccc2Cl)nncc1=O,-11%,1%,-20%[0.505 µM]
CCc1ccc(/C(C)=N\Nc2ccc([N+](=O)[O-])cc2)cc1,-12%,8%,5%
O=C(CSc1n[nH]c(=O)[nH]c1=O)c1ccc([N+](=O)[O-])cc1,12%,-1%,6%
CCN(CC)c1ccc(CNc2nc3ccccc3n2C(C)C)cc1,-1%,-3%,·
Cc1ccc(C(=O)NCC(=O)OCc2cc(=O)n3c(C)csc3n2)cc1,-1%,·,6%
CC(C)(C)NC(=O)C(c1ccncc1)N(C(=O)c1csnn1)c1ccccc1 (configuration not stated),-6%,2%,0%
O=C(/C=C/c1ccc(F)cc1)NC(=S)NNC(=O)[C@H]1C[C@@H]1c1ccccc1,8%,-7%,-2%
O=[N+]([O-])C1=CC=C2C(=NC3(CCCCC3)N2O)C1=NC1CCCCC1,2%,3%,4%
COc1ccccc1CNC(=O)c1cnccn1,-8%,-21%,-3%
CCCCc1ccc(-c2nc(N)n[nH]2)cc1,1%,?,2%
O=C(CCN1C(=O)C2CCCCC2C1=O)Nc1nc(-c2ccccc2)cs1 (configuration not stated),-14%,7%,7%
O=C(NCCc1nnc2ccc(NCCCN3CCOCC3)nn12)c1ccccc1F,21%,-2%,1%
COc1cc(SC)ccc1C(=O)Nc1ccc(S(=O)(=O)Nc2nccc(C)n2)cc1,4%,·,5%
NS(=O)(=O)c1ccc(CCNC(=O)CSCC(=O)Nc2ccc(Cl)cc2)cc1,-2%,·,1%
CCOC(=O)c1c(SCC(=O)Nc2cc(Cl)cc(Cl)c2)nc(=O)[nH]c1C,0%,·,5%
C1=C[C@@H]2CCN(Cc3ccccc3)Cc3cccc(c32)C1,-1%,·,4%
COc1ccc(N(C(=O)c2cccc(OC)c2OC)C2C=CS(=O)(=O)C2)cc1 (configuration not stated),7%,-3%,0%
Cn1c(=O)c2c(-c3ccc(C(C)(C)C)cc3)n(CC3CCCO3)cc2n(C)c1=O (configuration not stated),5%,-17%,3%

# Ordered by length of the SMILES (high to low): 16 of the compounds above.
SMILES,FEN1 inhibitor,N370S GC mod,TDP1 block
O=C(/C=C/c1ccc(F)cc1)NC(=S)NNC(=O)[C@H]1C[C@@H]1c1ccccc1,8%,-7%,-2%
Cn1c(=O)c2c(-c3ccc(C(C)(C)C)cc3)n(CC3CCCO3)cc2n(C)c1=O (configuration not stated),5%,-17%,3%
COc1cc(SC)ccc1C(=O)Nc1ccc(S(=O)(=O)Nc2nccc(C)n2)cc1,4%,·,5%
COc1ccc(N(C(=O)c2cccc(OC)c2OC)C2C=CS(=O)(=O)C2)cc1 (configuration not stated),7%,-3%,0%
O=C(CSc1n[nH]c(=O)[nH]c1=O)c1ccc([N+](=O)[O-])cc1,12%,-1%,6%
CC(C)(C)NC(=O)C(c1ccncc1)N(C(=O)c1csnn1)c1ccccc1 (configuration not stated),-6%,2%,0%
O=C(CCN1C(=O)C2CCCCC2C1=O)Nc1nc(-c2ccccc2)cs1 (configuration not stated),-14%,7%,7%
O=C(NCCc1nnc2ccc(NCCCN3CCOCC3)nn12)c1ccccc1F,21%,-2%,1%
CCc1ccc(/C(C)=N\Nc2ccc([N+](=O)[O-])cc2)cc1,-12%,8%,5%
O=C(CSc1ccc(Br)cc1)N1CCN(C(=O)c2ccco2)CC1,-5%,-11%,1%
O=C(NCc1ccccc1)c1ccc(NC(=O)c2ccccc2F)cc1,-13%,2%,1%
C1=C[C@@H]2CCN(Cc3ccccc3)Cc3cccc(c32)C1,-1%,·,4%
O=C(O)CCCCCNc1ccc2nsnc2c1[N+](=O)[O-],-5%,10%,5%
Nn1c(SCC(=O)Nc2c(Cl)cccc2Cl)nncc1=O,-11%,1%,-20%[0.505 µM]
CCCCc1ccc(-c2nc(N)n[nH]2)cc1,1%,?,2%
COc1ccccc1CNC(=O)c1cnccn1,-8%,-21%,-3%

# New compounds follow
SMILES,FEN1 inhibitor,N370S GC mod,TDP1 block
O=C(Nc1ccc(O)c(-c2nc3ccccc3o2)c1)c1cccs1,-6%,·,5%
O=C(N/N=C/C(Br)=C/c1ccccc1)C1CC1,-2%,2%,5%
O=C(N1CCOCC1)C(F)(F)C(F)(F)C(F)(F)C(F)(F)C(=O)N1CCOCC1,4%,5%,0%
O=C(CCn1c(=S)[nH]c2ccccc2c1=O)NCCCN1CCOCC1,-2%,19%,2%
Cc1c(Cc2ccccc2)c(=O)oc2cc(OCc3ccc(C(=O)O)cc3)ccc12,-6%,5%,7%
COc1ccc(CCNC(=O)C2CCN(C(=O)c3ccc(OC)c(OC)c3)CC2)cc1,1%,-6%,·
COc1ccc(-c2onc(C)c2C)cc1S(=O)(=O)N1CCN(c2ccc(Cl)cc2)CC1,-2%,·,3%
CC(C)(C)N1C(=O)c2ccc(C(=O)Nc3cc(C(=O)O)cc(C(=O)O)c3)cc2C1=O,23%,-9%,·
C/C(=N\NS(=O)(=O)c1ccccc1)c1cc(Cl)cc(Cl)c1O,-13%,-19%,5%
CCOc1cc(CNc2ccc3c(c2)CCC3)ccc1OC,·,-6%,7%
Cc1ccc(NS(=O)(=O)c2cccc(C(=O)NCC(c3ccco3)N3CCCC3)c2)cc1 (configuration not stated),15%,·,4%
CN(C)CCNC(=O)C1CCN(Cc2cc3ccccc3n2Cc2ccccc2)CC1,-13%,·,1%
Cc1cc(C)nc(-n2ncc3c2CCCC3=O)n1,-9%,5%,1%
COc1ccc(S(=O)(=O)Nc2ccccc2C(=O)N2CCCCC2)cc1C,-4%,-13%,2%
CC(C)(C)c1ccc(C(CC(=O)O)NC(=O)C23CC4CC(CC(C4)C2)C3)cc1 (configuration not stated),-2%,-9%,·
Cc1nc(NC2CCCCC2)c2nc(-c3ccccc3)n(CCCN3CCCCC3C)c2n1 (configuration not stated),·,-3%,3%
C#CCOCCOCCOCCNc1nc(N2CCN(C(=O)[C@H]([C@@H](C)CC)n3cc(CCCCN)nn3)CC2)nc(N2CCN(C(=O)[C@H](CCCCN)n3cc(CCCC)nn3)CC2)n1,-20%,-22%,2%
COc1ccc(-c2[nH]ncc2CN2CCCO2)c(F)c1,-16%,7%,0%
CCOc1ccc(NC(=O)CN2CCC(NC(=O)C3CCCCC3)CC2)cc1,·,0%,4%
Clc1ccccc1-c1nc2nc3ccccc3nc2n1-c1ccc2c(c1)OCO2,-7%,0%,5%
Cc1cc(C(C#N)c2ccccc2)n2ncnc2n1 (configuration not stated),-2%,1%,2%
Cc1ccc(OC(C)C(=O)N2CC(=O)Nc3ccccc32)cc1 (configuration not stated),0%,-3%,·
Cc1cc(N2C3CCC2CC(O)(c2ccc(F)cc2)C3)nc(-c2ccccc2)n1 (configuration not stated),-16%,?,4%
CN(C)N=Nc1ccc(S(=O)(=O)/N=C(\O)c2ccccc2)cc1,5%,-2%,3%
O=C(O)c1cc(-c2ccc(Br)s2)nc2ccccc12,11%,13%,·
CC(C)N(Cc1cnn(C)c1)C(=O)C1CCC(=O)N(CCc2cccc(F)c2)C1 (configuration not stated),-2%,-15%,1%
COc1ccc(C(=O)NC2CC(C)(C)Cc3c2cnn3-c2ccccc2C)o1 (configuration not stated),5%,7%,9%
CC(C)(C)Nc1c2ccccc2nc2ccccc12,-8%,?,·
CCOC(=O)N1CCN(S(=O)(=O)c2ccc(-n3cnnn3)cc2)CC1,-3%,0%,1%
NS(=O)(=O)c1cccc(NC(=O)CCSc2ccc(Cl)cc2)c1,-12%,-2%,0%
OC1(c2ccc(Cl)cc2)CCN(Cc2c[nH]c3ccccc23)CC1,-7%,-5%&-15%&-12%,8%[56.1 µM]
COc1ccc2oc(=O)c(-c3csc(/C(C#N)=C/c4ccc(F)cc4)n3)cc2c1,9%,·,-1%[12.3 µM]
CCn1c(=O)c2sccc2n(CC(=O)NC2CCCCC2)c1=O,0%,-10%,1%
Nc1ncn(C(=O)c2ccco2)n1,-3%,6%,1%
CC1CCCCN1C(=O)CSc1nc2ncccc2[nH]1 (configuration not stated),-3%,-23%,1%
CCOC(=O)C1(CCCc2ccccc2)CCN(C(=O)CSC)CC1,20%,-5%,·
Cc1cc(C)c(NC(=O)C2CCC(=O)N2)c(C)c1 (configuration not stated),3%,6%,-1%
Cc1cccc(NC(=O)[C@@H](CC(C)C)NC(=O)[C@@H]2Cc3ccccc3CN2)c1,-12%,-4%,3%
CC(c1ccccc1)n1c(CO)nc2ccccc21 (configuration not stated),-1%,-10%,·
Cc1cc(C)cc(NC(=O)c2ccc3nc[nH]c3c2)c1,-3%,-6%,8%
CC(C)(CO)NCC(=O)Nc1cc(C(F)(F)F)cc(NC(=O)CNC(C)(C)CO)c1Cl,4%,0%,1%
CCn1ncc([N+](=O)[O-])c1C(=O)N1CCCC1,-1%,3%,1%
COC(=O)c1c(C)[nH]c(C(=O)OCC(=O)c2ccc(C)s2)c1C,0%,·,3%
COc1ccc(N(CC(=O)NCc2ccccc2Cl)S(=O)(=O)c2c(C)n[nH]c2C)cc1,14%,-12%,3%
Cn1cc(SCC(N)=O)c2ccccc21,1%,-1%,0%
O=C(/C=C/c1ccc(Cl)cc1)NC(=S)Nc1ccccc1C(=O)O,-3%,3%,4%
S=C(NCCc1ccccn1)Nc1cc(Cl)cc(Cl)c1,-18%,-10%,5%
CC1=C(C(=O)OC2CCCC2)C(c2coc3ccccc3c2=O)C2=C(CC(C)(C)CC2=O)N1 (configuration not stated),-1%,-2%,5%
O=C(N/N=C/c1ccc(Cl)cc1Cl)c1ccc2nc[nH]c2c1,14%,-2%,0%
Cc1cc(N2CCOCC2)nc2ccc(NC(=S)NC(C)C)cc12,0%,-9%,·
C=CCNC(=O)c1ccc2c(c1)nnn2C,-1%,-1%,2%
Nc1ncnc2c1ncn2[C@@H]1O[C@H](CNC(=O)[C@@H](N)C2CCCCC2)[C@@H](O)[C@H]1O,-1%,·,-1%[56.1 µM]
COC(=O)[C@H](C)NC(=O)NCc1ccccc1,0%,-15%,1%
CCOc1ccccc1-n1cnc2cc(C(=O)NCc3ccco3)ccc21,-3%,8%,2%
C=CCNC(=O)c1n[nH]c2c1CC(C(C)(C)CC)CC2 (configuration not stated),-6%,12%,-3%
CCOc1ccc(Br)cc1C1C(C(=O)Nc2ccccc2OC)=C(C)Nc2nnnn21 (configuration not stated),-9%,·,-4%
COc1ccccc1C(=O)NC(=O)COC(=O)CCOc1cc(C)ccc1C,0%,-7%,·
Cc1c(Cl)cccc1NC(=O)c1ccc(C(=O)Nc2cccc(Cl)c2C)cc1,11%,·,-2%[12.3 µM]
Cc1c(OCC(=O)NCC(O)c2ccccc2)ccc2c3c(c(=O)oc12)CCCC3 (configuration not stated),15%,-6%,5%
CN(c1ccccc1)S(=O)(=O)c1ccc(Cl)c(C(=O)Nc2nn[nH]n2)c1,-3%,-14%,1%
# Next section:
SMILES,FEN1 inhibitor,N370S GC mod,TDP1 block
Cc1cc(NC(=O)CCC(=O)N(Cc2cccs2)C(C(=O)NC2CCCC2)c2cccnc2)no1 (configuration not stated),0%,0%,3%
Cc1ccccc1NC(=O)c1ccc(CN(c2ccccc2)S(=O)(=O)c2ccccc2)cc1,7%,-3%,3%
Cc1ccc(C(C)C)c(OCC(=O)Nc2sc3c(c2C#N)CC(C)(C)NC3(C)C)c1,-7%,-1%,5%
O=C(C[n+]1cc(-c2ccc(F)cc2)n2c1CCC2)Nc1nc(-c2ccc(F)cc2)cs1,-3%,-8%,0%
O=C(COC(=O)c1cccc(S(=O)(=O)N2CCCCCC2)c1)Nc1ccccc1C(F)(F)F,-6%,·,-12%
